SENP6 block – blocks the human protease SENP6. Q9GZR1. Recombinant SENP6 catalytic domain, aminoluciferin luminescence. inhibition, % at 10 µM. hit rate 1.8% among 330,000;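 active = inhibition above about 50% at the single tested dose, limit read from the data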;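 note: plate controls were DMSO wells with enzyme for no effect and DMSO wells lacking enzyme for full effect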
SENP8 inh – inhibitors of human SENP8 protease | recombinant SENP8, Nedd8 substrate fluorescence | inhibition, % at 20 µM | hit rate 0.64% among 360,000 | AID 602440; in the data active = inhibition mostly above about 40%, no sharp cut-off; inactive = mostly below about 27%
PfG6PD inh – PfG6PD (Plasmodium falciparum) enzyme inhibition | PfGluPho enzyme, NADPH resazurin-diaphorase fluorescence | inhibition, % at 20 µM | hit rate 0.78% among 350,000 | AID 504690;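 active = inhibition reaching at least a set limit at 20 µM in the primary screen, cut at about 59% in these data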;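 note: 0% = DMSO wells with substrate and 100% = DMSO wells lacking glucose-6-phosphate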
hIAP act – increases human intestinal alkaline phosphatase activity | P09923 | purified human IAP, CDP-Star luminescence, 30 min; hits give high values; 1 = vehicle-only enzyme, 0 = enzyme-free background | hit rate 0.16% among 330,000 | activation factor at 10 µM;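 active = activation factor of the enzyme at least 2-fold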; note: the source names both 10 and 20 µM as test concentration; values of inactives mirror those of a sister screen read the other way
Target sequence (P09923 whole entry, looked up): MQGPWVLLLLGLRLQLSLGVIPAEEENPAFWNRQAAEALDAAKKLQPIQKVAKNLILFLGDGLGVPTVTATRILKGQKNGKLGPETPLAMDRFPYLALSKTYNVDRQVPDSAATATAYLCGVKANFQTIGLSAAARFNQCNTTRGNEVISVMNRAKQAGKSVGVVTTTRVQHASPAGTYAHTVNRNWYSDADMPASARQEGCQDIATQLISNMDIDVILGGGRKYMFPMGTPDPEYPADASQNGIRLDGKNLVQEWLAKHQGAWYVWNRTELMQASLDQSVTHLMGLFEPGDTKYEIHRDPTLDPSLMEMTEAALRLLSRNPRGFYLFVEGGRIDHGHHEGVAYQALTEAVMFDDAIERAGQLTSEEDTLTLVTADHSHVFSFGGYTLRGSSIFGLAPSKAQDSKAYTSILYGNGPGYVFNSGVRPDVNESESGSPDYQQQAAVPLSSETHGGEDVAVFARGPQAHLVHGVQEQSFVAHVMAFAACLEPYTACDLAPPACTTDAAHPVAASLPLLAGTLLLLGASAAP
ATG4B inhibitor – blocks human ATG4B protease cleavage of LC3 substrate; hit rate 0.51% among 340,000; ATG4B cleavage of LC3-PLA2, NBD-HPC fluorescence, 1 h; inhibition, % at 8.33 µM; in the data active = inhibition above about 40%
Target sequence (Q9Y4P1 whole entry, looked up): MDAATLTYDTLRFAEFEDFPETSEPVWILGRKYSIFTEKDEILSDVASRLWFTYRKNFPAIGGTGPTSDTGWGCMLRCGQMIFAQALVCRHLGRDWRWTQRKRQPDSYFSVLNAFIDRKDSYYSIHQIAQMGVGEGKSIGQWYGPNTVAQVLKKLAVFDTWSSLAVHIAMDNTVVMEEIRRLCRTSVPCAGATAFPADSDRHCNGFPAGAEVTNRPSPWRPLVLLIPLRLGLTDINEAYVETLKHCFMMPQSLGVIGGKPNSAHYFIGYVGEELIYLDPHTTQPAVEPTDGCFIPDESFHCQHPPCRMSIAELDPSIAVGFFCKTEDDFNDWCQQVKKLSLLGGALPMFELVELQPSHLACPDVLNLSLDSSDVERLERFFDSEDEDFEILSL
GRIN3A LBD mod – modulates the human NR3A ligand-binding domain; NR3A LBD differential scanning fluorimetry, Tm shift; 0% = protein alone, 100% = glycine-bound protein; Tm shift relative to glycine control, % at 25 µM; hit rate 2.5% among 340,000; AID 1259313;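 active = melting temperature shift of at least 10% of the positive control shift, at one fixed dose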
SENP1 inh – inhibitors of human SENP1 SUMO protease catalytic domain; Q9P0U3; inhibition, % at 10 µM; AID 624204; hit rate 0.21% among 360,000; recombinant SENP1 catalytic domain, CyPet-SUMO1-YPet FRET cleavage;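 active = inhibition at least 30% at 10 µM, raw YFP signal under a set limit, fluorescence ratio 0.5 to 1.5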;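 note: 0% = enzyme with DMSO and 100% = no enzyme wells; some results filed as inactive read as strong as hits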
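Test system: human SENP1 catalytic domain; medium: Tris pH 8 buffer plus EDTA, NaCl, BME, BSA, NP40, catalase; incubation: 50 min reaction at room temperature; technique: FRET, CFP and YFP emission; controls: no-enzyme low control and enzyme-plus-DMSO high control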
MPTP inh – permeability transition pore inhibition | isolated mouse mitochondria, Ca2+ swelling absorbance, 30 min | AID 602449 | hit rate 1.4% among 360,000 | inhibition, % at 10 µM;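 active = inhibition of 50% or more, scaled per plate between neutral and stimulator controls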;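 note: 0% = DMSO wells given calcium and 100% = 1 mM EGTA wells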
Active calls of the source: *; nt = not tested or not shown.

Every second line gives: SENP6 block	SENP8 inh	PfG6PD inh	hIAP act	ATG4B inhibitor	GRIN3A LBD mod	SENP1 inh	MPTP inh
- CSc1cccc(CNC(=O)C2CCC(=O)N(CC3CCCCC3)C2)c1 (configuration not stated)
    -12	3	-3	0.95	11	-1	0	-0.4
- CS(=O)(=O)N(Cc1ccc(Cl)cc1)c1ccc(C(=O)NCCC2=CCCCC2)cc1
    4	13	-7	0.99	19	-3	2	-1.8
- CC1(C(=O)OCC(=O)NNC(=O)COc2ccc(Cl)cc2)CC1(Cl)Cl (configuration not stated)
    -1	6	-7	1.3	-5	3	3	-1.6
- Cc1cc(Br)ccc1NC(=O)CNC(=O)CN(C)C1CCS(=O)(=O)C1 (configuration not stated)
    0	0	-14	1.1	4	0	-1	-0.5
- CC(=O)c1ccc(S(=O)(=O)Nc2cccc(-c3cn4c(n3)SCC4)c2)cc1
    5	5	-11	0.95	-9	-1	1	4.3
- COc1ccc(F)cc1C(=O)C1CCCN(Cc2ccc(Oc3ncccn3)cc2)C1 (configuration not stated)
    3	-19	12	0.92	-5	-1	0	-0.4
- COc1ccccc1CNC(=O)C1CCN(c2ncnc3c2nc2n3CCCCC2)CC1
    9	6	-11	0.9	8	-5	3	1.5
- CC(C)(C)OC(=O)N1CCC(C(=O)Nc2cccc(C(=O)N3CCOCC3)c2)CC1
    -7	7	8	0.87	1	0	1	-1.4
- O=C(CCC1N=C2c3ccccc3N=C(SCc3ccc(F)cc3)N2C1=O)NCc1ccco1 (configuration not stated)
    16	-317	-7	1.2	-6	-1	-2	-0.1
- O=S(=O)(Nc1nc2ccccc2nc1NCc1ccco1)c1ccc(Cl)cc1
    -10	-305	-30	1.1	-13	0	-39	-8.2

Next results follow:
Every second line gives: SENP6 block	SENP8 inh	PfG6PD inh	hIAP act	ATG4B inhibitor	GRIN3A LBD mod	SENP1 inh	MPTP inh
- CCc1cccc2c(C(=O)CSc3nncn3-c3ccccc3OC)c[nH]c12
    7	12	16	1	-12	-8	-1	0.5
- COc1cccc(CNC(=O)c2ccc(NC(=O)C3CCCO3)cc2)c1 (configuration not stated)
    0	9	10	0.89	-13	-1	0	-0.2
- CC(C)OC(=O)c1nn2c(C(F)(F)F)cc(-c3ccc(Br)o3)nc2c1Br
    1	-265	2	0.83	2	3	-28	-0.2
- COCc1cc(=O)[nH]c2cc(NC(=O)C(F)(F)F)c(C)cc12
    -4	-325	7	1.1	-17	-1	0	-0.3
- COCc1c(Br)c(C)nc(OCC(=O)N/N=C/c2cc(C)n(-c3ccc([N+](=O)[O-])cc3)c2C)c1C#N
    0	27	0	1.2	-10	2	1	3.5
- O=C(O)c1ncc(-c2ccccc2)cn1
    -18	15	3	0.83	6	2	1	-2.0
- C/C(N)=C(/C#N)C(=O)CSc1cc(C)c2ccccc2n1
    -26	12	-12	0.98	-5	0	0	-1.9
- O=C(CSc1ccccc1)NNC(=O)c1ccncc1
    -7	2	-3	1.1	8	0	1	-1.2
- Cc1cc(NC(=O)COC(=O)[C@@H]2CCCN2C(=O)c2cccs2)no1
    nt	7	-10	nt	6	-3	4	-1.9
- O=C(CSc1ncccn1)N1CCCc2ccccc21
    -29	6	7	1.1	-1	1	4	-0.2

The listing continues:
Every second line gives: SENP6 block	SENP8 inh	PfG6PD inh	hIAP act	ATG4B inhibitor	GRIN3A LBD mod	SENP1 inh	MPTP inh
- CC(=O)N(CCC(Cc1ccccc1)c1ccco1)Cc1ccco1 (configuration not stated)
    1	13	7	0.86	14	0	-14	3.9
- CCCCn1c(N)c(N(CC(C)C)C(=O)CC(NC(=O)c2ccccc2Cl)c2ccccc2)c(=O)[nH]c1=O (configuration not stated)
    nt	21	-27	nt	nt	nt	0	0.3
- COc1ccc(Nc2nc(N)nc(SCc3nnc(C)s3)n2)cc1
    -30	17	-13	0.9	-9	0	5	-1.2
- CCOC(=O)N1CCN(C(=O)c2cnn3c(C(F)F)cc(-c4ccc(C)cc4)nc23)CC1
    -15	-468	3	1.2	-4	-1	-9	-4.0
- O=c1[nH]cnc2cc(-c3ccccc3)sc12
    10	1	-6	0.8	7	0	-8	0.1
- Cc1ccc(C(C)NC(=O)C23CC4CC(CC(C4)C2)C3)cc1 (configuration not stated)
    -1	13	-1	1.1	-9	-1	0	-2.1
- COc1ccc(NC(=O)c2cccc(C#N)c2)cc1NS(=O)(=O)c1ccc(F)cc1
    -13	-48	14	1.1	0	-1	0	1.2
- O=C(COc1ccccc1)NNc1nc2c(F)cc(F)cc2s1
    -4	2	8	1.8	-8	0	-1	-0.7
- CCO[C@@H]1OC(C(=O)N2CCN(Cc3ccc4c(c3)OCO4)CC2)=C[C@H](c2csc3ccccc23)[C@H]1CCCO
    -14	2	32	0.85	-23	-11	2	-2.3
- CCn1nc(C(=O)N2CCN(Cc3nc4ccccc4s3)CC2)c2ccccc2c1=O
    -10	6	0	0.99	-2	0	-3	-0.5

In the list so far, these contain bromine:
Every second line gives: SENP6 block	SENP8 inh	PfG6PD inh	hIAP act	ATG4B inhibitor	GRIN3A LBD mod	SENP1 inh	MPTP inh
- Cc1cc(Br)ccc1NC(=O)CNC(=O)CN(C)C1CCS(=O)(=O)C1 (configuration not stated)
    0	0	-14	1.1	4	0	-1	-0.5
- CC(C)OC(=O)c1nn2c(C(F)(F)F)cc(-c3ccc(Br)o3)nc2c1Br
    1	-265	2	0.83	2	3	-28	-0.2
- COCc1c(Br)c(C)nc(OCC(=O)N/N=C/c2cc(C)n(-c3ccc([N+](=O)[O-])cc3)c2C)c1C#N
    0	27	0	1.2	-10	2	1	3.5

The listing continues:
Every second line gives: SENP6 block	SENP8 inh	PfG6PD inh	hIAP act	ATG4B inhibitor	GRIN3A LBD mod	SENP1 inh	MPTP inh
- CCN(CC)S(=O)(=O)c1ccc(N2CC(C(=O)NCc3ccco3)CC2=O)cc1 (configuration not stated)
    nt	2	-10	nt	nt	nt	-1	-1.9
- CCOC(=O)C(=O)NC1CC=CCC1c1ccc2c(c1)OCO2 (configuration not stated)
    nt	25	-8	nt	-2	-1	0	-1.9
- O=C(Cn1cnc2c(nnn2Cc2ccc(F)cc2)c1=O)N1CCN(c2ccccc2)CC1
    -13	15	-4	0.89	-1	1	0	0.0
- N#CCCn1cc(/C=N/NC(N)=S)c(-c2ccc(Br)cc2)n1
    11	2	6	0.94	-8	-6	3	-1.5
- COc1ccc(S(=O)(=O)N2CCCC(C(=O)NCC3CCCO3)C2)cc1Cl (configuration not stated)
    2	-3	0	1.2	-1	2	1	-0.2
- Cc1c(C(=O)O)oc2c3c(ccc12)OCCO3
    -5	-12	-2	1.3	5	3	3	0.3
- CCCCN(C(=O)NC(=O)Nc1ccc(C)cn1)S(C)(=O)=O
    -12	-360	0	1.2	-10	-1	1	0.0
- CC1CCCN(C/C=C/c2ccccc2[N+](=O)[O-])C1 (configuration not stated)
    2	21	11	0.77	-7	0	1	0.5
- O=C(CC(c1ccccc1)c1cc(Cl)ccc1O)NCCN1CCOCC1 (configuration not stated)
    -15	5	-10	0.96	1	-1	1	-1.1
- NC(=O)NCCc1ccccc1
    -11	7	-3	0.94	-15	1	2	-0.9

As entered above:
Entry for CCCCN(C(=O)NC(=O)Nc1ccc(C)cn1)S(C)(=O)=O in ATG4B inhibitor: -10
Entry for O=C(CC(c1ccccc1)c1cc(Cl)ccc1O)NCCN1CCOCC1 (configuration not stated) in ATG4B inhibitor: 1
Entry for CCOC(=O)C(=O)NC1CC=CCC1c1ccc2c(c1)OCO2 (configuration not stated) in SENP1 inh: 0
Entry for O=C(Cn1cnc2c(nnn2Cc2ccc(F)cc2)c1=O)N1CCN(c2ccccc2)CC1 in SENP1 inh: 0

Remaining list, next part.
Every second line gives: SENP6 block	SENP8 inh	PfG6PD inh	hIAP act	ATG4B inhibitor	GRIN3A LBD mod	SENP1 inh	MPTP inh
- COc1cc(NC(=O)C2CCCN(S(=O)(=O)c3cnc[nH]3)C2)cc(OC)c1 (configuration not stated)
    -3	6	-1	1	-4	1	-1	0.9
- CCN(CC(=O)NCc1ccc(Cl)cc1)C(=O)CSc1cccc(C(F)(F)F)c1
    -7	5	7	1.1	1	-12	2	0.0
- C=CC1=C(C(=O)O)N2C(=O)[C@@H](NC(=O)/C(=N\OCC(=O)O)c3csc(N)n3)[C@H]2SC1
    -13	8	41	0.97	-1	0	3	-0.8
- C=CC[C@H](CC(=O)N(CCO)Cc1ccccc1)C(=O)N[C@@H](COC(=O)[C@@H](CC=C)Cc1ccc(F)cc1)Cc1c[nH]c2ccccc12
    -14	3	11	1.2	-11	1	0	0.0
- Cc1ccccc1NC(=O)COC(=O)CCc1ccccc1
    -8	5	-2	0.97	-5	-3	4	-0.5
- CCN1C(=O)C(CC(=O)Nc2ccc(OC)cc2)N(CCCN2CCN(c3ccc(F)cc3)CC2)C1=S (configuration not stated)
    -4	10	5	1	-2	-5	2	41
- O=C(COc1ccccc1C(=O)O)Nc1nc2ccc([N+](=O)[O-])cc2s1
    3	2	-27	1.1	0	14*	-66	94*
- CCN(CC(=O)NCc1ccc(Cl)cc1)C(=O)CSc1ccccc1
    2	-1	3	1	-2	1	2	-1.6
- CCC(C)(C)NC(=O)C1c2ccccc2Oc2ccccc21
    -2	13	-14	1	-6	0	2	-0.4
- CC(C)(C)c1cc(C(F)(F)F)n2ncc(-c3ccccc3)c2n1
    -2	14	4	0.93	-8	2	2	2.3

Continuation.
Every second line gives: SENP6 block	SENP8 inh	PfG6PD inh	hIAP act	ATG4B inhibitor	GRIN3A LBD mod	SENP1 inh	MPTP inh
- C=C1C(O)C[C@H]2C(=C)CCC3[C@H](OC(=O)[C@]3(O)CO)[C@@H]12 (some centres not stated)
    -14	9	-7	1.2	6	-2	3	-0.5
- COc1cc(/C=C2\SC(=S)N(CCC(=O)N3CCN(C)CC3)C2=O)cc(OC)c1OC
    -17	29	37	1.2	-14	-3	24	-0.5
- Cn1c(=O)c2c(nc3n2CCCN3CCc2ccccc2)n(C)c1=O
    1	4	2	0.93	6	-1	-1	-0.9
- O=C(CSc1nnc(-c2ccco2)o1)c1ccc(F)c(F)c1
    -1	8	6	0.92	8	-1	-14	0.5
- CCN1C(=O)/C(=C\c2cccn2-c2ccc([N+](=O)[O-])cc2)N(CC)C1=S
    6	13	0	0.88	-5	0	5	2.6
- O=c1cc2ncc(-c3[nH]ncc3[N+](=O)[O-])cn2[nH]1
    -15	17	-9	1	-7	-1	2	-1.3
- COc1ccc(C(C(=O)NC2CCCCC2)N(C(=O)Cc2c[nH]c3ccccc23)c2ccccc2C)cc1OC (configuration not stated)
    -19	14	5	0.9	-18	-1	0	2.3
- CC1(C)OC(=O)C(=CNNc2c(Cl)cc(Cl)cc2Cl)C(=O)O1
    17	35	-8	0.92	-9	3	0	3.6
- CCOC(=O)c1ccc(N=c2ssnc2Cl)cc1
    8	25	88*	0.88	-10	8	1	-6.1
- COc1ccc(CNS(=O)(=O)c2ccc(C3CNC(=O)C3)cc2)cc1 (configuration not stated)
    9	12	-2	1	-4	-2	-2	1.7
- CC1CCC(NCc2ccco2)CC1 (configuration not stated)
    -14	23	-12	0.9	-4	-1	2	-2.3
- COc1ccc(CNc2nc(-c3ccccc3)nc3ccccc23)cc1OC
    15	-10	-7	0.99	17	5	1	2.4
- COc1cc(Br)c(Br)cc1N
    3	28	20	0.93	2	-1	-3	0.2

5 records drawn at random from those above, as already listed:
Every second line gives: SENP6 block	SENP8 inh	PfG6PD inh	hIAP act	ATG4B inhibitor	GRIN3A LBD mod	SENP1 inh	MPTP inh
- COc1cc(/C=C2\SC(=S)N(CCC(=O)N3CCN(C)CC3)C2=O)cc(OC)c1OC
    -17	29	37	1.2	-14	-3	24	-0.5
- CCOC(=O)c1ccc(N=c2ssnc2Cl)cc1
    8	25	88*	0.88	-10	8	1	-6.1
- Cn1c(=O)c2c(nc3n2CCCN3CCc2ccccc2)n(C)c1=O
    1	4	2	0.93	6	-1	-1	-0.9
- CC1CCC(NCc2ccco2)CC1 (configuration not stated)
    -14	23	-12	0.9	-4	-1	2	-2.3
- CC1(C)OC(=O)C(=CNNc2c(Cl)cc(Cl)cc2Cl)C(=O)O1
    17	35	-8	0.92	-9	3	0	3.6

High-throughput results from PubChem BioAssay.
